Compound activity: PubChem, Broad Institute
PAX8 inh HTS – PAX8 transcriptional activity inhibition | inhibition, % at 12.6 µM | hit rate 1.2% among 360,000 | AID 652154 | RMG-I TPO-luciferase reporter, SteadyGlo, 24 h;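 active = mean replicate inhibition at least 60% with every replicate also reaching 60%; inconclusive = only one of the two criteria is met; inactive = mean below 60% and not all replicates reaching 60%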;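 note: luciferase light reporting Pax8 driven TPO promoter activity; plate controls were median of neutral control wells for no effect and mitoxantrone controls for full effect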
FN deposit inh – fibronectin deposition inhibition; AH1F fibroblasts, Alexa488-fibronectin deposition fluorescence, overnight; inhibition, % at 12.6 µM; hit rate 0.086% among 350,000;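 active = mean inhibition across replicates of 30% or more, regardless of how many single replicates reach that level; inconclusive = mean under 30% yet at least half of replicates reach 30%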;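 note: positive control wells lacked labelled fibronectin entirely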
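Assay system: AH1F fibroblasts / Quantity: 10000 cells per well / Medium: DMEM plus 2% serum, read in PBS / Reagent: labelled fibronectin 24 nM / Dosing: single dose, pinned / Times: 1 h cell attachment, overnight exposure to compound and label / Signal: fluorescence, ex 485 nm, em 525 nm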
Cneo AK release – causes C. neoformans cell lysis. adenylate kinase release luminescence, 4 h; normalised: neutral wells 0, clomiphene wells 100. hit rate 0.2% among 360,000. lysis activity, % at 15 µM;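 active = mean lysis activity across replicates of at least 80%, whatever share of replicates individually reach that level; inactive = mean lysis activity below 80%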
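Material – log-phase Cryptococcus neoformans yeast cells · Input – 5 × 10^6 yeast cells/mL · Medium – fresh YPD growth medium · Doses – single compound concentration per well · Timing – static 4 h at 37 °C with compound, 1 h detection · Detection – adenylate kinase release luminescence · Read-out – signal increase indicating cell lysis · Control set – Clomiphene as positive lysis control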
miR-122 sensor – inhibitors of miR-122 in Huh7 cells | Huh7 miR-122 Renilla luciferase sensor, 48 h; neutral wells = 0, positive control = 100 | activation (reporter increase), % at 12.5 µM | hit rate 0.3% among 340,000 | AID 602342;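 active = mean replicate activation score at least 90 and every replicate individually at or above 90; inconclusive = only one of the two criteria met; inactive = neither criterion met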;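 note: higher luciferase means less miR-122 activity so hits act as miR-122 inhibitors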
Casp6 inh – blocks human caspase-6 cleavage activity; P55212; purified caspase-6, Z-VEID-R110 cleavage fluorescence; inhibition, % at 12.5 µM; hit rate 0.53% among 350,000;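 active = mean inhibition across replicates at least about 35%, with every replicate also reaching that limit, limit read from the data; inconclusive = only one of the two criteria met; inactive = neither criterion met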;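 note: 0% = median of neutral control wells and 100% = no fluorescence left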
Target sequence (P55212 24-179 limits assumed): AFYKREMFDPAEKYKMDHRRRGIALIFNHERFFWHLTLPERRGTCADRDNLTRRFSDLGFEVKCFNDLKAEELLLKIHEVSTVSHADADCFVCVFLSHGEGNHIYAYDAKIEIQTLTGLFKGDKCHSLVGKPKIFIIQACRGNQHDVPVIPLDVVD
Target sequence (P55212 194-293 limits assumed): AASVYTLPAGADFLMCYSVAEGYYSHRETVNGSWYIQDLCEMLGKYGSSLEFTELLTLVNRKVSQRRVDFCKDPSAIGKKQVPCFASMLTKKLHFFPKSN
LGR2 inh – Drosophila LGR2 receptor signaling inhibition. HEK293 LGR2, CRE-luciferase, bursicon-stimulated, 4 h. inhibition, % at 9.99 µM. hit rate 0.35% among 380,000;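 active = drop in luminescence signal, shown as inhibition above about 50% in the replicate tests, limit read from the data, passing the limit was not always enough; inconclusive = probably only some replicates passing the limit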;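 note: agonist challenge used bursicon conditioned medium at about half maximal strength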
PGC1a acetyl inh – lowers PGC1a acetylation signal in U2OS cells; AlphaScreen anti-acetyl-lysine; with virally co-expressed GCN5 acetyltransferase; inhibition, % at 15.6 µM; hit rate 0.17% among 350,000; AID 651687;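 active = every replicate shows inhibition of at least 40%; inconclusive = mean inhibition at least 40% but some replicate below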;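 note: 0% = neutral control wells and 100% = positive control wells; some results beyond the cut were filed as inactive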
EWS-Fli inh – blocks EWS/Fli oncoprotein-driven transcription. A673 NR0B1-luciferase reporter, viability-normalised. inhibition, % at 12.6 µM. hit rate 0.67% among 350,000. AID 651661;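 active = mean inhibition of at least 50% after viability correction, with every replicate also passing that limit; inconclusive = mean reaches 50% but only one of two replicates passes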;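 note: firefly luciferase signal divided by Alamar Blue viability fluorescence both relative to DMSO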
The depositor's hits bear a star; ? = inconclusive; . = not tested or not shown; & = joins results of further samples; [ ] = dose if it differs, or a comment.

SMILES	PAX8 inh HTS	FN deposit inh	Cneo AK release	miR-122 sensor	Casp6 inh	LGR2 inh	PGC1a acetyl inh	EWS-Fli inh
Cc1ccnc2nc(C(=O)OCCOc3ccc(F)cc3)nn12	-9	8	0	1	0	-12	1	8
CCCN(CC1CC1)C(=O)CSc1ncnc2sccc12	21	3	.	.	6	8	0	-5
O=S(=O)(c1ccc(Br)c2nsnc12)N1CCOCC1	0	2	.	.	2	10	.	-7
COc1cccc(CNC(=O)[C@H](C)NC(=O)C2CCN(S(=O)(=O)c3ccccc3)CC2)c1	15	3	-1	-7	1	-2	6	-11
O=C(NC(=S)NC(CO)c1ccccc1)c1ccc(F)cc1 (configuration not stated)	-27	3	1	1	2	-4	-15	0
CCN(CC(=O)Nc1ccc(NC(C)=O)cc1)C(=O)/C=C/c1cn(-c2ccccc2)nc1-c1ccc(F)cc1	10	.	.	.	-2	-5	.	-6
C/C(Cl)=C/CSc1nc2c(c(=O)[nH]c(=O)n2C)n1C(C)C	.	.	2	1	.	-3	-8	.
C[C@H]1CN([C@@H](C)CO)C(=O)Cc2cc(NC(=O)CCN3CCOCC3)ccc2O[C@H]1CN(C)Cc1ccc(-c2ccccc2)cc1	.	.	.	1[16.7 µM]	0	-13	5	-13
O=S(=O)(c1cccc(-c2nc3n(n2)Cc2ccccc2-3)c1)N1CCCCC1	4	-1	-1	0	.	.	0	.
Cc1cc(C)c2nc(NNC(=O)c3cc(=O)c4ccccc4o3)sc2c1	-6	-14	1	-5	10	-33	-8	-29
N#CC1=C2CCCCC2(O)NC1=O (configuration not stated)	1	-2	1	.	0	0	.	5
CCOc1ccc(C2c3[nH]c4ccccc4c3CCN2CCCn2cccn2)cc1 (configuration not stated)	25	-3	.	7	-1	13	3	25
CCn1c(CSc2nc3ccccc3n2C)nc2ccccc21	19	5	15	-9	.	.	-12	.
COc1ccc(CN(C)C[C@H]2OCCCC[C@@H](C)Oc3ccc(NC(=O)c4ccncc4)cc3C(=O)N([C@@H](C)CO)C[C@@H]2C)cc1	.	-1	56	2[16.7 µM]	-2	2	11	3
Cc1cnc(C(=O)Nc2cc(F)ccc2C)cn1	-26	.	.	.	-2	-2	6	-13
CC12CCC3c4ccc(O)cc4CCC3C1CCC2=O (configuration not stated)	15	5	1	6	.	-4	-16	11
O=C(CN1CCN(S(=O)(=O)c2ccc(C(F)(F)F)cc2)CC1)N1CCNC1=O	-2	1	-1	-6	2	-5	0	5
O=C(CNc1cccc([N+](=O)[O-])c1)N/N=C/c1ccc([N+](=O)[O-])o1	49	16	-20	-22	1	.	-92	26
CC(=O)OC(C)[C@H]1CC[C@H]2[C@@H]3CC[C@H]4C[C@@H](OC(C)=O)CC[C@]4(C)C3=CC[C@]12C (some centres not stated)	9	4	-1	3	0	8	-11	15
COC(=O)c1sc2ncn(-n3c(C)ccc3C)c(=O)c2c1C	-9	-29	0	-19	.	.	-5	.
COc1ccc(OCCSc2ccc(S(=O)(=O)N3CCCC3)cn2)cc1	17	-3	-1	6	1	2	0	10
Cc1cc2cc(CN(Cc3ccc4c(c3)OCO4)Cc3nnnn3C3CCCC3)c(=O)[nH]c2cc1C	.	7	-1	-1	.	.	8	.
O=C(C[C@@H]1C=C[C@H](NC(=O)Nc2ccc(C(F)(F)F)cc2)[C@H](CO)O1)NCc1cc(F)cc(F)c1	18	-11	-1	.	-3	11	.	11
COc1ccc(OC)c(CNC(=O)c2coc(=O)c3ccccc23)c1	51	.	0	-2	2	18	5	-2
CC(=O)Nc1ccc(NC(=O)C2Cc3c(-c4cccc(NC(C)=O)c4)ccnc3O2)cc1 (configuration not stated)	-12	8	0	0	1	-9	.	-10
Cc1ccc(CNC(=O)CCS(=O)(=O)c2cc3c(cc2Cl)NC(=O)CO3)cc1	-9	3	3	13	3	8	?	.
CC1CN(C(=O)Cn2cc(S(=O)(=O)CC(=O)N(C)c3ccccc3)c3ccccc32)CC(C)O1 (configuration not stated)	.	6	-2	.	-2	11	.	7
O=S(=O)([O-])C(c1ccccc1)[n+]1ccccc1 (configuration not stated)	-28	8	1	-3	-1	-3	5	-2
Fc1cccc(F)c1/C=C/c1ccc2ccccc2n1	-44	2	.	0	.	67*	2	.
O=C(CCC(=O)N1CCN(c2ccccn2)CC1)c1cccs1	-94	6	-1	-8	-2	.	.	-19
Nc1ccccc1-n1c(=O)n(Cc2ccccc2F)c(=O)c2[nH]cnc21	-48	7	-2	-2	1	7	.	9
Cn1c(CS(=O)Cc2c(Cl)cccc2Cl)nnc1SCc1c(Cl)cccc1Cl (configuration not stated)	.	.	0	11	1	-3	-3	8
CNC[C@H]1OCCCC[C@H](C)Oc2ccc(NS(=O)(=O)c3ccc(F)cc3)cc2C(=O)N([C@H](C)CO)C[C@H]1C	11	-17	4	4[16.7 µM]	-1	3	3	-9
COc1ccc(CCNC(=S)N2CCN(S(=O)(=O)c3ccc(Cl)cc3)CC2)cc1	-1	3	2	1	0	5	.	.
CC1(C)CC(CC(=O)O)C(=O)O1 (configuration not stated)	-4	-1	0	-4	.	.	24	.
Cc1ccc([N+](=O)[O-])c(C)[n+]1C	-1	-5	0	0	-19	12	0	2
O=C(NC1CCCCC1)N[C@H]1CC[C@H](CC(=O)N2CCOCC2)O[C@@H]1CO	4	17	1	.	-3	5	2	-2
CN1c2ccc(-c3cccc(F)c3)cc2[C@H]2[C@H](CCN2C(=O)C2CCOCC2)[C@H]1CO	-2	-3	20	12[16.7 µM]	-3	4	12	3
C[C@H]1CN([C@@H](C)CO)C(=O)c2cc(-c3ccccc3)cnc2O[C@@H]1CN(C)Cc1ccc(C(=O)O)cc1	.	0	57	4[16.7 µM]	2	-4	-2	-16
C[C@@H]1CN([C@@H](C)CO)C(=O)c2ccccc2-c2ccccc2CO[C@H]1CN(C)CC1CC1	-16	3	0	.	-2	2	-3	-1

Entries from the list above with two or more sulfur atoms (five):
SMILES	PAX8 inh HTS	FN deposit inh	Cneo AK release	miR-122 sensor	Casp6 inh	LGR2 inh	PGC1a acetyl inh	EWS-Fli inh
CCCN(CC1CC1)C(=O)CSc1ncnc2sccc12	21	3	.	.	6	8	0	-5
O=S(=O)(c1ccc(Br)c2nsnc12)N1CCOCC1	0	2	.	.	2	10	.	-7
COc1ccc(OCCSc2ccc(S(=O)(=O)N3CCCC3)cn2)cc1	17	-3	-1	6	1	2	0	10
Cn1c(CS(=O)Cc2c(Cl)cccc2Cl)nnc1SCc1c(Cl)cccc1Cl (configuration not stated)	.	.	0	11	1	-3	-3	8
COc1ccc(CCNC(=S)N2CCN(S(=O)(=O)c3ccc(Cl)cc3)CC2)cc1	-1	3	2	1	0	5	.	.

The listing continues.
SMILES	PAX8 inh HTS	FN deposit inh	Cneo AK release	miR-122 sensor	Casp6 inh	LGR2 inh	PGC1a acetyl inh	EWS-Fli inh
COC(=O)C1=CC(C(=O)c2cccs2)=NN(c2ccc(OC)cc2)C1C(=O)OC (configuration not stated)	10	-1	.	.	1	14	.	3
CC(C)NC(=O)Nc1ccc2c(c1)C(=O)N([C@@H](C)CO)C[C@H](C)[C@H](CN(C)Cc1ccc(-c3ccccc3)cc1)O2	-13	.	0	-2[16.7 µM]	1	13	-1	.
C[C@@H]1CCCCO[C@H](CN(C)S(C)(=O)=O)[C@@H](C)CN([C@H](C)CO)C(=O)c2cc(NS(=O)(=O)c3ccc(F)cc3)ccc2O1	-13	.	-5	2[16.7 µM]	-2	-1	3	-10
O=C(C[C@@H]1CC[C@@H](NS(=O)(=O)c2ccc(F)cc2)[C@H](CO)O1)N1CCC(Cc2ccccc2)CC1	22	.	1	.	0	3	-5	14
CCCNC(=O)N1C[C@@H]2[C@H](c3ccccc31)[C@H](CO)N2C(=O)Nc1ccccc1F	-7	-6	0	0[16.7 µM]	-2	7	-1	1
CN(Cc1ccccc1)C(=O)[C@@H]1CCCN1C(=O)OC(C)(C)C	8	7	.	.	-5	-24	.	11
CCNC(=O)N(CC)C[C@H]1N[C@@](C)(C(=O)OC)[C@H]2C(=O)N(Cc3ccccc3)C(=O)[C@@H]12	-3	8	-1	-3	2	-13	-4	-1
COc1cccc(-n2cnc(=O)c3cccnc32)c1	-14	.	.	.	8	-10	.	0
COCCN(C(=O)c1cc(CN2C(=O)c3ccccc3C2=O)ccc1OC)c1c(N)n(CC(C)C)c(=O)[nH]c1=O	-1	5	0	3	0	-7	4	3
O=C(NCc1ccco1)c1ccc2sc([C@@H]3O[C@H](CO)[C@@H](O)[C@H]3O)nc2c1	13	.	4	-2	0	1	13	3
COc1cccc(C(=O)O[C@@H]2[C@H](Cc3ccccc3)NS(=O)(=O)[C@H]3C[C@@H]4C=C[C@]23O4)c1	-1	2	0	-3	-1	9	-2	-12
COc1ccccc1-c1ccc2c(c1)O[C@@H](CN(C)C(=O)Nc1cccc(F)c1)[C@H](C)CN([C@H](C)CO)S2(=O)=O	12	-2	-1&3&-1	4	1&-5&-4	6&0	-3&-22&-19	-1&7&7
O=c1[nH]c(Cc2ccccc2)nc2c1oc1ccccc12	.	-5	2	-3	.	-24	-18	.
CC(Oc1ccccc1)C(=O)OCC(=O)Nc1ccc2c(c1)OCO2 (configuration not stated)	-12	3	.	-11	-1	?	-2	1
CSc1ccccc1C(=O)NCCSC(C)(C)C	.	1	0	-5	.	.	1	.
C[C@@H]1CCCCO[C@@H](CN(C)S(C)(=O)=O)[C@H](C)CN([C@@H](C)CO)C(=O)c2cc(NC(=O)Nc3ccccc3)ccc2O1	15	1	60	-2[16.7 µM]	-3	-5	4	-6
CC(Sc1nnc(-c2ccco2)o1)C(=O)NCCC1=CCCCC1 (configuration not stated)	-8	.	.	.	-2	3	.	-7
COc1cc(/C=C/C(=O)OCC(=O)Nc2cccc(Oc3ccccc3)c2)ccc1O	27	-1	.	-6	2	3	7	1

Ordered by formula weight (highest first): 4 of the compounds above.
SMILES	PAX8 inh HTS	FN deposit inh	Cneo AK release	miR-122 sensor	Casp6 inh	LGR2 inh	PGC1a acetyl inh	EWS-Fli inh
COc1cc(/C=C/C(=O)OCC(=O)Nc2cccc(Oc3ccccc3)c2)ccc1O	27	-1	.	-6	2	3	7	1
CC(Oc1ccccc1)C(=O)OCC(=O)Nc1ccc2c(c1)OCO2 (configuration not stated)	-12	3	.	-11	-1	?	-2	1
CSc1ccccc1C(=O)NCCSC(C)(C)C	.	1	0	-5	.	.	1	.
O=c1[nH]c(Cc2ccccc2)nc2c1oc1ccccc12	.	-5	2	-3	.	-24	-18	.
